Source: PubChem
CCR6 antagonist: CCR6 receptor antagonists, primary screen, cell-based, CHO-K1, luminescence, beta-arrestin, uHTS; CHO-K1 CCR6 PathHunter beta-arrestin, CCL20-stimulated; inhibition, % at 20 µM; hit rate 0.49% among 340,000; AID 493098, 2011;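 active = compounds whose inhibition of the agonist-driven luminescence signal at 20 µM reaches about 50%, limit read from the data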;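 also: cells stimulated with CCL20 at 14 nM final; plate controls were DMSO with CCL20 for no effect and DMSO without agonist for full effect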
Target sequence (P51684 whole entry, looked up): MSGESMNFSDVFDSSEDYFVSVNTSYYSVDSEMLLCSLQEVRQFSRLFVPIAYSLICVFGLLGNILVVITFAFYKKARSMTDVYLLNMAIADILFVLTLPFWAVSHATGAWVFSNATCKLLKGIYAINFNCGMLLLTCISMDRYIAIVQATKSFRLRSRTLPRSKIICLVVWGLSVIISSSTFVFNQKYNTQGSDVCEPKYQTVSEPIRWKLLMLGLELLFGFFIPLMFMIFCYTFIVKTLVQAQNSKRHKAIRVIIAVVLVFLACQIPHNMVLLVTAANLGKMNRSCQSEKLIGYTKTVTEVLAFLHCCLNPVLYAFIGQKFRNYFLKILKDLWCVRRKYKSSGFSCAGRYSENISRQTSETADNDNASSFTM
697 NFkB inh: inhibitors of PMA/ionomycin-induced NF-kB reporter, 697 cells, primary screen, B-cell NF-kB inhibitor project, cell-based, luminescence, uHTS. hit rate 0.33% among 330,000. 697 B-cell NF-kB luciferase reporter, 16 h. inhibition, % at 4 µM; in the data active = inhibition above about 35%
EBI2 block: EBI2 receptor antagonists, beta-arrestin recruitment, primary screen, cell-based, luminescence, 7a,25-OHC stimulation, uHTS | G-protein coupled receptor 183 (Homo sapiens), P32249 | 7a,25-OHC stimulated | inhibition, % at 5 µM | hit rate 0.81% among 360,000 | AID 651636, 2012; in the data active = inhibition above about 38%;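 also: enzyme fragment complementation signal reports receptor beta-arrestin coupling in cells; 0% = agonist plus DMSO wells and 100% = wells without agonist; some results beyond the cut were filed as inactive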
Jurkat NFkB inh: inhibitors of induced NF-kB luciferase reporter, primary screen, TCR NF-kB activation inhibitor project, cell-based, luminescence, uHTS; hit rate 0.53% among 330,000; Jurkat, PMA/ionomycin-induced NF-kB luciferase reporter; inhibition, % at 4 µM; in the data active = inhibition above about 50%
CXCR6 block: CXCR6 receptor inhibitors, primary screen, cell-based, beta-arrestin, luminescence, CHO-K1 PathHunter, 1536-well | C-X-C chemokine receptor type 6 (Homo sapiens), O00574 | inhibition, % at 20 µM | hit rate 0.36% among 360,000; in the data active = inhibition above about 34%, passing the limit was not always enough;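 also: antagonist mode with CXCL16 agonist at 10 nM final; 0% = 10 nM CXCL16 with DMSO and 100% = unstimulated wells without agonist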
APJ antag: antagonists of human apelin receptor APJ, primary screen, CHO-K1 cells, beta-arrestin complementation, luminescence | inhibition, % at 20 µM | hit rate 0.32% among 330,000;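 active = inhibition above about 40% at 20 µM, limit read from the data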;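 also: cells challenged with 10 nM apelin-13 agonist together with compound; plate controls were apelin-13 plus DMSO wells for no effect and DMSO wells lacking apelin-13 for full effect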
Target sequence (P35414 whole entry, looked up): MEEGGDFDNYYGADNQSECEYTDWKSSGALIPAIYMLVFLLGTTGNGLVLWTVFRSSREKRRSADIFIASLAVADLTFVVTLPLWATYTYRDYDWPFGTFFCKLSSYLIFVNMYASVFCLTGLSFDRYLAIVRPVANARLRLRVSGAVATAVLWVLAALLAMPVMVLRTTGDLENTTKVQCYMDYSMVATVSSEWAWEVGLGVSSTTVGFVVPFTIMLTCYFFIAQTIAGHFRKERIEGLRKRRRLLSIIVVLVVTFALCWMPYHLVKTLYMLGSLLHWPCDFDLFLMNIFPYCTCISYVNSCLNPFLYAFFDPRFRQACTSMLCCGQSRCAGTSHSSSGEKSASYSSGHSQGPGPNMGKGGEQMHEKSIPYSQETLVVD
UBC13 polyUb: UBC13 polyubiquitin chain formation inhibitors, primary screen, biochemical, TR-FRET, uHTS | hit rate 0.47% among 330,000 | Ubiquitin-conjugating enzyme E2 N (Homo sapiens), P61088 | inhibition, % at 20 µM; in the data active = inhibition above about 45%, passing the limit was not always enough
Target sequence (P61088 whole entry, looked up): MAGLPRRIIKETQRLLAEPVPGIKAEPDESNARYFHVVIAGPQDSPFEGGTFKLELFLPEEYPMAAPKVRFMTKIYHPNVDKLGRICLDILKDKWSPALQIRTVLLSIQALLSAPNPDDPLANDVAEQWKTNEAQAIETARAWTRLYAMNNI
Gli-Sufu antag: Gli-Sufu pathway antagonists, primary screen, luciferase luminescence, Sufu-KO-LIGHT cells, uHTS; AID 588413, 2011; inhibition, % at 5 µM; hit rate 0.74% among 340,000; Sufu-KO-LIGHT fibroblasts, Gli luciferase reporter luminescence;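 active = inhibition above about 55%, limit read from the data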;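 also: 0% = DMSO-treated cells and 100% = wells with medium but no cells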
* marks the source's active call; other numbers are inactive results; / = no result given.

SMILES | CCR6 antagonist | 697 NFkB inh | EBI2 block | Jurkat NFkB inh | CXCR6 block | APJ antag | UBC13 polyUb | Gli-Sufu antag
COC1CCC2(C)C(=CCC3C4CC(O)CC4(C)CCC32)C1 (stereo unspecified) | 3 | / | 8 | / | -12 | / | / | 2
O=C(NCC1CCCO1)c1ccc2c(=O)n(Cc3ccco3)c(SCC(=O)N3CCCC3)nc2c1 (stereo unspecified) | -3 | 15 | -6 | 16 | 13 | -3 | 4 | 8
CN(C)S(=O)(=O)c1ccc(Cl)c(C(=O)NNC(=O)c2ccc3c(c2)OCO3)c1 | 13 | 13 | 0 | 4 | -7 | 6 | 12 | -8
CC1CC(C)(C)NC(=S)N1CC(=O)N1CCN(Cc2ccc3c(c2)OCO3)CC1 (stereo unspecified) | 6 | 20 | -4 | 0 | 2 | -6 | 0 | -20
Cc1cccc(C)c1NC(=O)CSc1nnc(C2CCCCC2)o1 | 7 | 12 | -17 | 21 | -10 | 3 | 1 | -17
Cc1[nH]nc2c1C(Cc1ccccc1)C(C#N)=C(N)O2 (stereo unspecified) | -10 | 8 | -9 | 7 | 6 | 4 | 9 | 15
CN(C)CCN(C(=O)/C=C/c1cccs1)c1nc2c(F)cc(F)cc2s1 | 21 | 12 | -1 | 9 | 1 | 14 | 28 | -3
CCOC(=O)c1c(C)oc2c1c(C=NC1CCS(=O)(=O)C1)c(O)c1ccccc12 (stereo unspecified) | -5 | / | -13 | / | -11 | / | / | -1
CN(CC(=O)Nc1ccccc1Br)C(=O)C(Cc1ccccc1)NC(=O)c1ccccc1 (stereo unspecified) | 3 | 2 | 5 | -2 | -3 | -7 | -5 | -5
O=C(CN1CCC(C(=O)c2ccc3c(c2)OCCO3)CC1)NCc1ccc(F)cc1 | 10 | 9 | 2 | 6 | -2 | -23 | 7 | 21
CC1CC(C)CN(S(=O)(=O)N2CCCC(C(=O)NCCc3ccccc3)C2)C1 (stereo unspecified) | 13 | 17 | 15 | 14 | 6 | -3 | 2 | -1
CS(=O)(=O)N1CCN(c2ccc([N+](=O)[O-])c(SCc3ccco3)c2)CC1 | 18 | 8 | 29 | 0 | 11 | 4 | -4 | 15
COc1ccc(Nc2nc(N)nc(CCl)n2)cc1 | -7 | -7 | -5 | 4 | 10 | 13 | -6 | 6
O=C(COC(=O)C1(c2ccccc2F)CCCC1)Nc1ncc(C(F)(F)F)cc1Cl | 9 | / | -4 | / | 2 | / | / | -3
CCOc1ccccc1NC(=O)C(CC(C)C)NC(=O)C1CCCCC1 (stereo unspecified) | 8 | 8 | -10 | 9 | -8 | 0 | 16 | 10
O=C(CSc1nc(=O)n2ccccc2n1)N1CCCCCC1 | 1 | 8 | -3 | 12 | -6 | 19 | -11 | -9
COc1ccc(OC(C)C(=O)Nc2cccc([N+](=O)[O-])c2)cc1 (stereo unspecified) | 14 | 3 | -2 | 2 | -6 | 11 | 0 | 0
COc1ccc(CNC(=O)c2cnc3cc(C)ccn3c2=O)cc1 | 11 | 13 | -4 | 13 | 0 | 8 | -3 | 2
Cc1onc(-c2ccccc2)c1C(=O)Nc1nc(-c2ccc(F)c(F)c2)cs1 | -4 | 6 | 16 | -12 | 1 | 1 | 6 | -1
CN(CC(=O)Nc1cccc(Cl)c1)C1=NS(=O)(=O)c2ccccc21 | 5 | -8 | -2 | -12 | -2 | 4 | -18 | -2
COc1cc(C(=O)N=C2SC3CS(=O)(=O)CC3N2c2ccccc2)cc(OC)c1OC (stereo unspecified) | 5 | 24 | -4 | 2 | -4 | 14 | 23 | 6
COc1ccc(N2CCOCC2)c(NC(=O)COc2cccc(C)c2)c1 | 13 | 15 | 28 | 17 | -3 | 6 | 12 | 10
Cc1cc(C)nc(CC(N)=O)n1 | 8 | 20 | -6 | 19 | 0 | 9 | 8 | 6
CCC(c1c(C)[nH]oc1=O)c1c(C)[nH]oc1=O | 21 | 13 | -5 | 3 | 6 | 5 | -13 | -3
O=C1CC(NCC2CCCO2)C(=O)N1c1ccc(Cl)cc1 (stereo unspecified) | 11 | 3 | 12 | -12 | -8 | -5 | -15 | -8
C[C@@H]1NS(=O)(=O)c2cc(Cl)ccc2O[C@@H]1c1ccccc1 | 11 | / | 2 | / | -6 | / | / | -5
Fc1ccc(-n2nnc(-c3ccccc3)n2)cc1 | 22 | 3 | 6 | 12 | -2 | -2 | 1 | -3
COc1ccc(C(O)(CCc2ccccc2)CCN2CCCCC2)cc1 (stereo unspecified) | 13 | -1 | -14 | -5 | 4 | -1 | 7 | -18
CCC(C)NC(=O)CSC1=Nc2ccccc2C2=NC(c3ccccc3)C(=O)N12 (stereo unspecified) | 47 | 0 | 8 | -11 | 25 | 32 | 6 | -2
COC(=O)Nc1c(C)nn(Cc2ccccc2C)c1C | -16 | 10 | 3 | 1 | -9 | -4 | 5 | 0
CC(C)CN(C(=O)CCC1CCCCC1)c1c(N)n(CC(C)C)c(=O)[nH]c1=O | 8 | 9 | -10 | 2 | -2 | 5 | 2 | -1
CCc1nnc(NC(=O)C2CCN(C(=O)c3ccccc3C)CC2)s1 | 1 | -3 | 1 | 2 | 1 | 4 | 2 | 3
O=C(NNC(=O)c1ccccc1O)c1ccc(S(=O)(=O)Nc2ccccc2)cc1 | 6 | -11 | -1 | -5 | 1 | -28 | 11 | -4
COCCCNC(=O)/C(C#N)=C/c1cccc(NC(=O)c2ccccc2Cl)c1 | 16 | -5 | -14 | 21 | 0 | 2 | 6 | -9
Cc1[nH]c2ccccc2c1-c1nc(-c2ccc(Cl)cc2)nnc1-c1ccccc1 | / | -24 | / | -8 | / | -9 | -8 | /
Cc1c(NC(=O)Cn2cc([N+](=O)[O-])cn2)c(=O)n(-c2ccccc2)n1C | -4 | 14 | 3 | 1 | 0 | 4 | -12 | 6
COc1ccc(NC(=S)NC2CC3CCC(C2)N3Cc2ccco2)cc1 (stereo unspecified) | 9 | -17 | -11 | -10 | 1 | -3 | -9 | 21
Cc1nn(C(C)C(=O)O)c(=O)c2c1sc1ccccc12 (stereo unspecified) | -12 | 3 | 1 | 15 | 1 | -9 | -3 | 6
O=C(O)CSc1nccn1-c1cccc(Cl)c1 | 1 | 6 | -11 | -8 | -10 | 1 | -6 | 1
OCCCNc1nc(-c2ccc(Br)cc2)nnc1-c1ccc(Cl)cc1 | 8 | -32 | 26 | -17 | 1 | -3 | 4 | 25
Cc1cc(C)nc(NC(=O)c2c(F)c(F)c(F)c(C(=O)Nc3cc(C)cc(C)n3)c2F)c1 | 4 | -2 | 1 | 33 | 7 | 9 | 3 | 11
CCOc1ccc(CCNS(=O)(=O)c2ccc3c(c2)oc(=O)n3C)cc1OCC | 3 | -3 | 1 | -15 | -3 | 17 | -2 | 0
CCOC(=O)N1N=C(C)CC1(O)c1ccccc1 (stereo unspecified) | 6 | 21 | -21 | -9 | -3 | 3 | 2 | -10
COc1ccccc1N1C(=O)N(C(C)=O)C2C1Nc1ccccc1N2C (stereo unspecified) | 5 | -16 | 3 | -15 | -8 | -1 | -38 | -3
COc1ccc(S(=O)(=O)N2CCOC2CNC(=O)C(=O)NCc2ccncc2)cc1OC (stereo unspecified) | -4 | 21 | 4 | 7 | 2 | -1 | -1 | -8

Four neighbouring records already listed:
SMILES | CCR6 antagonist | 697 NFkB inh | EBI2 block | Jurkat NFkB inh | CXCR6 block | APJ antag | UBC13 polyUb | Gli-Sufu antag
CCOc1ccc(CCNS(=O)(=O)c2ccc3c(c2)oc(=O)n3C)cc1OCC | 3 | -3 | 1 | -15 | -3 | 17 | -2 | 0
CCOC(=O)N1N=C(C)CC1(O)c1ccccc1 (stereo unspecified) | 6 | 21 | -21 | -9 | -3 | 3 | 2 | -10
COc1ccccc1N1C(=O)N(C(C)=O)C2C1Nc1ccccc1N2C (stereo unspecified) | 5 | -16 | 3 | -15 | -8 | -1 | -38 | -3
COc1ccc(S(=O)(=O)N2CCOC2CNC(=O)C(=O)NCc2ccncc2)cc1OC (stereo unspecified) | -4 | 21 | 4 | 7 | 2 | -1 | -1 | -8

Next section.
SMILES | CCR6 antagonist | 697 NFkB inh | EBI2 block | Jurkat NFkB inh | CXCR6 block | APJ antag | UBC13 polyUb | Gli-Sufu antag
S=C(Nc1ccc2nsnc2c1)NC1CCCCC1 | 16 | -41 | 6 | -48 | -9 | -20 | 0 | -44
O=C(Nc1ccc(C(=O)NCCCN2CCN(c3ccccc3)CC2)cc1)C1=CSCCO1 | -11 | -24 | -5 | -14 | 4 | -3 | 31 | 10
Cc1ccc(C)c(Cn2c(=O)n(CCC(=O)NCc3ccco3)c(=O)c3sccc32)c1 | 17 | -13 | 12 | 1 | 30 | 5 | -7 | 0
Cc1cccc(N2C(=O)c3cccc(Oc4ccc(Cl)cc4)c3C2=O)c1 | 27 | -10 | 8 | 5 | 4 | 27 | 4 | 8
CC1(C)CC(=O)CC2(C1)NCC(c1ccccc1Cl)c1c2[nH]c2ccccc12 (stereo unspecified) | 6 | 2 | 9 | -3 | 6 | 20 | -2 | 0
CCOC(=O)c1ccccc1NC(=O)COC(=O)C(Cc1c[nH]c2ccccc12)NC(C)=O (stereo unspecified) | -9 | 1 | -2 | 11 | -4 | 14 | 3 | -6
COc1ccc(CNC(=O)C23CC4CC(CC(Br)(C4)C2)C3)cc1 | 9 | 3 | 14 | 10 | 0 | -2 | -12 | 15
O=C1N[C@@H](Cc2cn(S(=O)(=O)c3ccc(F)cc3)c3ccccc23)C(=O)N[C@H]1Cc1ccccc1 | / | 24 | / | 8 | / | 8 | 0 | /
O=C(CCCC(=O)n1cnc2ccccc21)n1cnc2ccccc21 | 9 | 10 | -10 | 19 | -15 | 5 | 11 | -3
Cc1c(Cl)cccc1NC(=S)NCc1ccccc1Cl | 2 | 16 | -4 | -13 | -6 | 12 | -10 | -1
CO/N=C\CC(=O)Nc1ccc(Cl)cc1Cl | 6 | -23 | 4 | 14 | -9 | 0 | 2 | -10
CCc1ccc(C(C)(O)C(CN2CCOCC2)c2ccccc2)cc1 (stereo unspecified) | 10 | -5 | -6 | -2 | 0 | 4 | 6 | -15
O=C(COc1ccccc1Cl)Nc1ccc(Cl)cn1 | 1 | -52 | 0 | -153 | 0 | -1 | -11 | -112
O=C(O)C1CCN(S(=O)(=O)N2CCOCC2)CC1 | -15 | 10 | 0 | 2 | 5 | -3 | -3 | 0
COc1ccc2[nH]cc(CCNC(=O)c3ccc4ccccc4n3)c2c1 | 5 | 4 | 17 | 8 | -12 | 13 | 8 | 3
COc1cccc(C2CC(c3c(-c4ccccc4)c4cc(Cl)ccc4[nH]c3=O)=NN2S(C)(=O)=O)c1OC (stereo unspecified) | 4 | -5 | 13 | 3 | 7 | 10 | -4 | 25
CC(C)(C)NC(=O)C[C@H]1C[C@H](C(=O)N2CCOCC2)[C@@]2(C)c3[nH]c4cc(-c5ccco5)ccc4c3CCN2C1=O | 17 | 23 | 4 | / | 8 | / | / | 27
Cc1ccc(C)c(Cn2c(CN(C)Cc3ccccc3)nc3c2c(=O)n(C)c(=O)n3C)c1 | 10 | -11 | 14 | -11 | 10 | 10 | 19 | 13
Oc1cccc2ccc(/C=C/c3cccs3)nc12 | 72* | -177 | 40* | -189 | 50* | 53* | -14 | 7
Cc1cc(C)cc(N2C(=O)CSC2c2ccccn2)c1 (stereo unspecified) | 3 | -1 | -1 | 9 | -6 | -3 | 3 | 16
O=C(Cn1ccc2ccccc2c1=O)NCCC(=O)NC1CCN(Cc2ccccc2)CC1 | 2 | -17 | 5 | -9 | 4 | -7 | 3 | 42

Records listed above that bear a hit mark in CCR6 antagonist:
Compound | CCR6 antagonist | 697 NFkB inh | EBI2 block | Jurkat NFkB inh | CXCR6 block | APJ antag | UBC13 polyUb
Oc1cccc2ccc(/C=C/c3cccs3)nc12 | 72* | -177 | 40* | -189 | 50* | 53* | -14
